MITF inh: inhibitors of human MITF. O75030. AlphaScreen MITF homodimerization, bead proximity signal. inhibition, % at 2.6 µM. 650,000 compounds, 0.91% hits; in the data active means inhibition above about 50%;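 further: 0% = vehicle wells with protein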
GPR151 ag: activators of human GPR151 | Q8TDV0 | PathHunter beta-arrestin GPR151 cells, luminescence | activation, % at 11.2 µM | 650,000 compounds, 1% hits; in the data active means activation above about 4.9%;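 further: 0% = median of compound wells and 100% = cells with positive control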
Target sequence (Q8TDV0 whole entry, looked up): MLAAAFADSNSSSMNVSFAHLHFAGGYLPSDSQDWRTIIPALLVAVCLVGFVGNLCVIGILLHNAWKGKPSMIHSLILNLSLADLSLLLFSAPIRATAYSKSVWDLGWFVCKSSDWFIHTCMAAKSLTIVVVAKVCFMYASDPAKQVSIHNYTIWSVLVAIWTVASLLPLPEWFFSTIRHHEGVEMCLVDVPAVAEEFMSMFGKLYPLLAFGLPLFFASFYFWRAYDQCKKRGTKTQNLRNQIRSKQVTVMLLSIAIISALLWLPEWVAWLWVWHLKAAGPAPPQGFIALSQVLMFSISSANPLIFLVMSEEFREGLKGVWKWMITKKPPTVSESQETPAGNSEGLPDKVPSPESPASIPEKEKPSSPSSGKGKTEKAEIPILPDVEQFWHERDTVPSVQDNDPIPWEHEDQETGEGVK
FBW7 act: activators of human E3 ligase FBW7. AlphaScreen FBW7–phospho-cyclin E peptide binding, activator screen. AID 1259310. 650,000 compounds, 0.13% hits. normalized activity (activation), % at 26.1 µM; in the data active means normalized activity above about 1.9%;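 further: purified mutant Fbw7 with reduced substrate affinity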
Target sequence (Q969H0 whole entry, looked up): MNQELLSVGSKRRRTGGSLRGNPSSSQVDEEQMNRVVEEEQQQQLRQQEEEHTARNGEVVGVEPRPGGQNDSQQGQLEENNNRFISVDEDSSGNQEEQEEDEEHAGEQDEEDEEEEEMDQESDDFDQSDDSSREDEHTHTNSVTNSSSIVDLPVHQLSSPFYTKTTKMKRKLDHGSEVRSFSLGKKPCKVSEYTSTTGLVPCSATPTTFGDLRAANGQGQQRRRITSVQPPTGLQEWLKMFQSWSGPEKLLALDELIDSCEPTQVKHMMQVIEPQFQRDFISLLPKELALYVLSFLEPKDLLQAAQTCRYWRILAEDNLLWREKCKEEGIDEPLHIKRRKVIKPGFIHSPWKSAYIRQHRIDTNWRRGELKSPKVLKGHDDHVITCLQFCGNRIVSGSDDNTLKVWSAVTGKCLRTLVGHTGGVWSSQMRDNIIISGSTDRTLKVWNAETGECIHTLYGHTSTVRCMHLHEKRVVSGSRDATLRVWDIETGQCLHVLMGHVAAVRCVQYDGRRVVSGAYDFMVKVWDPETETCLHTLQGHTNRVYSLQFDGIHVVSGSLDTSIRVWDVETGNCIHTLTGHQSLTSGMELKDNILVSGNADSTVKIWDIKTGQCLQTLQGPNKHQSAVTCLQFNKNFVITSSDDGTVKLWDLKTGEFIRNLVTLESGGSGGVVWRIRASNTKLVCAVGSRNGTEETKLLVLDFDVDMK
TEAD-YAP block: TEAD-YAP interaction inhibition | HEK-TIYL cells, TEAD-Gal4/YAP UAS-luciferase luminescence | inhibition, % at 9.12 µM | 640,000 compounds, 1.4% hits | AID 1259422; in the data active means inhibition above about 32%;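 further: 0% = median of test compound wells and 100% = reference inhibitor wells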
Starred values were filed as active, the others as inactive.

SMILES	MITF inh	GPR151 ag	FBW7 act	TEAD-YAP block
COc1ccccc1NC(=O)c1cc(S(=O)(=O)N2CCN(c3ccccc3Cl)CC2)ccc1F	8	-0.7	0.0	0
COc1ccc(C(=O)N2N=C3c4ccccc4S(=O)(=O)N3C2N2CCCCC2)cc1 (stereo unspecified)	5	-0.8	0.0	0
O=C(NCc1ccco1)c1nn2cccnc2c1Cl	4	1.1	-0.1	-3
Cc1ccccc1C1(CC(=O)N2CCCC(C)C2)CC(=O)N(Cc2ccccc2)C1=O (stereo unspecified)	2	1.2	-0.2	-1
CC(=O)N1CCc2cc(N=Cc3ccc(O)cc3)ccc21	-7	-1.5	0.0	9
COc1cc2nc(N3CCCC3CO)nc(Nc3cc(OC)c(OC)c(OC)c3)c2cc1OC (stereo unspecified)	16	-0.4	-0.1	6
CC(NC(N)=O)C(=O)NCC(=O)OCc1ccccc1 (stereo unspecified)	5	-0.1	0.4	1
N#CC1=C(N)SC(N)=C(C#N)C1c1ccccc1F	7	0.0	0.0	9
COc1cccc(NC(=O)CSc2nc3ccccc3c3nc(-c4ccc([N+](=O)[O-])cc4)nn23)c1	5	-0.2	-0.1	8
COc1ccccc1NC(=O)CN(CCc1ccccc1)S(=O)(=O)c1ccccc1	7	-0.2	0.3	5
COc1ccc(Nc2nnc(SCC(=O)c3c[nH]c4ccccc34)s2)cc1	3	3.0	0.0	-8
O=C(NCc1ccccc1)/C(=C/C=C/c1ccccc1)NC(=O)c1ccccc1	2	-0.4	-0.1	-1
O=C(CSc1nc2[nH]ncc2c(=O)n1-c1ccc(Cl)cc1Cl)NC1CCCCNC1=O (stereo unspecified)	-8	-0.4	0.2	-2
Cc1cccc(-c2nc(C)cc(NCC3CCCO3)n2)c1 (stereo unspecified)	12	-0.7	0.2	-55
Cc1cccc(OCCCC(=O)Nc2ccc(S(=O)(=O)Nc3nccs3)cc2)c1	6	0.9	0.1	7
C/C(=N/NC(=O)c1ccccc1O)c1ccc2ccccc2c1	15	-0.3	0.0	-21
COC(=O)c1cc(S(=O)(=O)N2CCn3c2nc2ccccc23)c[nH]1	-1	2.9	0.0	-6
O=C(CCN1CCN(Cc2ccccc2)CC1)Nc1cccc(Br)c1	1	1.2	0.0	16
O=S(=O)(c1ccc(Br)cc1)N1CCOC12CCCCC2	-11	0.2	-0.1	2
COc1cc(/C=C2\SC(=S)N(NC(=O)c3ccncc3)C2=O)ccc1O	27	-0.1	0.1	-2
CC1CCCCC12NC(=O)N(Cn1nnc3ccccc3c1=O)C2=O (stereo unspecified)	-7	-1.3	0.0	4
O=C(Cn1c(=O)n(Cc2ccco2)c2ncccc21)N1CCCC1	6	0.2	-0.1	-9
COc1ccccc1N(CC(=O)NC1CCCCC1)C(=O)CNC(=O)c1cccs1	-7	-0.7	0.2	5
O=C(O)c1ccc(Sc2ccccc2C(=O)O)c([N+](=O)[O-])c1	6	-1.4	0.5	-1
CN1C(=O)/C(=N\OC(=O)c2ccc(Cl)cc2Cl)c2ccccc21	0	-0.6	-0.1	1
CCOc1ccc(OCC)c(NC(=O)CCc2c(C)nc3nc(CN)nn3c2C)c1	12	1.3	0.0	-10
Cc1ccc2nc(/C(C#N)=C/c3cccc(F)c3)[nH]c2c1	11	-0.5	0.0	-37
CCOC(=O)C1CCN(Cc2cc(OC)c(OC)cc2Br)CC1	9	2.3	0.1	0
Cc1cc2c(cc1C)NC(c1ccc(Cl)c(Cl)c1)C1=C(CC(C)(C)CC1=O)N2 (stereo unspecified)	11	0.8	0.0	9
O=C(Cn1c(=O)n(-c2ccccc2)c(=O)c2oc3ccccc3c21)NC1CCCC1	11	-0.3	0.2	2
CN(C(=O)c1ccncc1)C1CC(C)(C)N(O)C(C)(C)C1	-1	1.6	-0.1	8
CCOC(=O)C1=C(C)N=c2s/c(=C\Cc3cc(Cl)ccc3O)c(=O)n2C1c1ccccc1 (stereo unspecified)	-23	-1.3	-0.1	-11
CN(Cc1ccc(F)cc1)c1ccc(OCC(=O)NCc2ccc(-n3cccn3)cc2)nn1	13	0.8	0.3	5
COC(=O)c1cn(NC(=O)c2cccnc2Cl)c(=O)c2ccccc12	0	-1.4	-0.1	-2
COc1ccccc1CNC(=O)c1cc2c(=O)oc3ccccc3c2s1	-3	0.0	-0.1	5
CCCn1cnc2sc3c(c2c1=O)CCCC3	-8	0.1	0.1	-18
CC(=O)Nc1ccc(Nc2nc(NCc3cccnc3)ncc2C)cc1	2	-0.1	-0.2	15
O=C(Cn1ncc2c([nH]c3ccccc32)c1=O)NC1CCCCC1	4	-0.1	0.0	-2
N#Cc1c(N)nc(C(Cl)(Cl)Cl)nc1-c1ccccc1	7	0.0	0.1	-14
CCCCCCOc1ccc(OCC(O)CN2C(=O)NC(C)(C)C2=O)cc1 (stereo unspecified)	1	1.5	-0.1	-34
CSc1ccc(CC(=O)N2CCC3(CC2)CC3C(=O)N2C[C@@H](C)O[C@@H](C)C2)cc1 (stereo partly specified)	2	-0.9	0.5	12
Cc1ccccc1CN[C@H]1C[C@H]2C(=O)N[C@@H](Cc3ccc(O)cc3)C(=O)N2C1	0	-1.0	-0.3	3
Cc1ccc2cc3c(nc2c1)sc1c(SCC(=O)N2CCOCC2)ncnc13	12	-0.6	0.2	8
CCOc1ccc(N2C(=O)C(Cl)=C(N3CCN(C)CC3)C2=O)cc1	10	1.0	0.0	19
O=C(CN1CCN(c2ccccc2)CC1)c1ccc2[nH]ccc2c1	9	-0.2	0.0	4
CCC1CN(Cc2cccc(OCCO)c2)Cc2cc(OC)ccc2O1 (stereo unspecified)	9	-0.7	0.1	10
COc1ccc(CC(=O)N2CCC(C3(CCc4ccccc4)NC(=O)NC3=O)CC2)cc1 (stereo unspecified)	-4	2.2	-0.1	-6
CCCCSC1=C(C#N)[C@@H](c2ccccc2OCC)[C@H](C(=O)OCC)C(=O)N1	13	-0.2	0.0	-2
CCCC(=O)Nc1c(C(=O)Nc2ccccc2F)oc2cccnc12	4	-0.2	-0.2	-27
Cc1cc(=O)[nH]c(SCC(N)=O)n1	7	0.4	-0.1	7
COc1cc(C(=O)NC(=S)NN2CCN(C)CC2)cc(OC)c1OC	0	0.5	-0.1	-1
COc1ccc(OC)c(/C=C(\C#N)c2nc(-c3ccc(F)cc3)cs2)c1	3	1.2	0.1	-2
O=C(c1cccs1)N1CCc2c(nc(N3CCCC3)[nH]c2=O)C1	5	-0.6	-0.1	-6
CCn1cc(C(=O)O)c(=O)c2cnc(N3CCN(C(=S)NC(=O)c4ccc(OC)c(OC)c4)CC3)nc21	-11	1.1	-0.1	-2
CCOc1cc(C=C2C(=O)OC(C)(c3ccccc3)OC2=O)ccc1O (stereo unspecified)	9	0.8	0.1	14
CC(C)OC(=O)C1CC=CCC1C(=O)Nc1nccs1 (stereo unspecified)	3	0.4	0.1	8
Cn1c(=O)c2c(nc(-n3ccnc3)n2Cc2ccc(Cl)cc2Cl)n(C)c1=O	4	1.4	1.9*	-17
O=C(NC1CC1)c1ccc(-c2nc(C(=O)NCCN3CCOCC3)cs2)cc1	5	2.3	0.1	-5
CCC(=O)NNC(=O)CSc1nc2c(c(=O)n(C)c(=O)n2C)n1C	23	-0.6	0.1	-2
Cc1cc(C)n(CCN(C)C(=O)CC2C(=O)NCCN2Cc2ccc(C)o2)n1 (stereo unspecified)	-3	-1.4	-0.1	-5

A portion of the results above, for reference:
SMILES	MITF inh	GPR151 ag	FBW7 act	TEAD-YAP block
CCC1CN(Cc2cccc(OCCO)c2)Cc2cc(OC)ccc2O1 (stereo unspecified)	9	-0.7	0.1	10
COc1ccc(CC(=O)N2CCC(C3(CCc4ccccc4)NC(=O)NC3=O)CC2)cc1 (stereo unspecified)	-4	2.2	-0.1	-6

Additional results.
SMILES	MITF inh	GPR151 ag	FBW7 act	TEAD-YAP block
CCCCOc1cc(OCCCC)c2c(=O)cc(-c3ccccc3)oc2c1	8	-2.1	0.1	7
CC(C)CNS(=O)(=O)c1ccc(CCC(=O)NCc2ccncc2)cc1	-16	-0.1	-0.3	-12
O=C(O)CSc1ccccc1	9	-0.9	0.1	-7
CN1CCc2c(sc3c2C(=O)NC(c2ccc(F)cc2)N3)C1 (stereo unspecified)	4	-0.5	0.2	-7
Cc1nn(-c2ccccc2)c(NC(=O)c2ccccc2)c1C1(O)C(=O)N(C)c2ccccc21 (stereo unspecified)	4	-1.3	0.5	0
COC(=O)c1cc(OC)ccc1-c1ccc(OC)cc1	4	-0.9	0.0	-2
CCOc1cc(C(=O)n2cc(C)cn2)cc(OCC)c1OCC	-3	1.1	0.3	-6
O=C(O)c1[nH]c2ccccc2c1CNCc1ccccc1	-4	1.7	0.0	-2
Cc1ccc(CNC(=O)COC(=O)c2ccc(Br)o2)cc1	5	1.5	0.1	8
CCS(=O)(=O)NCCc1sc(-c2ccccc2)nc1C	4	2.5	0.2	-22
COCCCNc1nc2c(S(=O)(=O)c3ccccc3)nnn2c2ccccc12	6	-0.7	0.0	-1
O=c1[nH]c(=S)[nH]c(O)c1N=Nc1cccc(F)c1	10	-11	0.7	-9
CCOc1ccc(NC(=O)C(=O)NCC2CCCCC2)cc1	9	-0.4	0.1	-2
CCCCN(C)C(=O)CSc1nc(NCc2ccc(OC)cc2)c2ccccc2n1	19	-1.3	0.9	5
CN(Cc1ccccc1)C(=O)C1CCCO1 (stereo unspecified)	33	0.7	0.2	6

Part of the list above, with two lines to a compound.
Screens in order – MITF inh	GPR151 ag	FBW7 act	TEAD-YAP block
O=C(O)c1ccc(Sc2ccccc2C(=O)O)c([N+](=O)[O-])c1
 : 6	-1.4	0.5	-1
COc1ccccc1NC(=O)c1cc(S(=O)(=O)N2CCN(c3ccccc3Cl)CC2)ccc1F
 : 8	-0.7	0.0	0
O=S(=O)(c1ccc(Br)cc1)N1CCOC12CCCCC2
 : -11	0.2	-0.1	2
CCCCN(C)C(=O)CSc1nc(NCc2ccc(OC)cc2)c2ccccc2n1
 : 19	-1.3	0.9	5

(continued)
SMILES	MITF inh	GPR151 ag	FBW7 act	TEAD-YAP block
O=C(Nc1ccc(O)c(-c2nc3ccccc3o2)c1)C(Cl)(Cl)Cl	-5	2.5	-0.1	-5
Cc1ccn2c(NC(=O)c3ccccc3Cl)c(-c3ccccc3)nc2c1	-2	-0.5	-0.2	-45
CC1(C)CC(=O)C2=C(C1)Nc1ccccc1N(C(=O)Cc1ccc(Cl)cc1)C2c1ccc2c(c1)OCO2 (stereo unspecified)	1	0.1	0.0	-8
CN(C)CCNS(=O)(=O)c1ccc(C(C)(C)C)cc1	-1	0.8	0.1	12
C/C(=N\NC(=O)c1cc(C(C)C)[nH]n1)c1ccccc1O	21	-0.9	-0.1	-40
O=C(Nc1ccccc1C(=O)N1CCOCC1)c1ccncc1	-13	-1.2	0.1	2
CC1=C(C#N)C(NC(=O)c2cccc(C)c2)(C(F)(F)F)C(=O)N1 (stereo unspecified)	-3	-0.3	0.0	4
COc1ccccc1NC(=O)CNC(=O)c1ccc(F)cc1	8	-0.9	0.3	1
COc1ccc(CCNC(=O)CN2CC(=O)N3CCCC3C2=O)cc1OC (stereo unspecified)	-2	0.7	-0.2	-10
O=C(N/N=C/c1cc([N+](=O)[O-])ccc1O)C1(O)c2ccccc2-c2ccccc21	24	1.0	-2.1	12
COc1ccc(C)cc1N(CC(=O)N1CCN(C)CC1)S(C)(=O)=O	20	4.9	0.2	4
CCOC(=O)C(C)Sc1ncnc2c1c(-c1ccccc1)cn2-c1ccc(OCC)cc1 (stereo unspecified)	-9	0.0	-0.1	1
CCOC(=O)N1CCc2c(sc(NC(=O)/C=C/c3cccc([N+](=O)[O-])c3)c2C(N)=O)C1	5	0.1	-0.1	4
COc1ccccc1-n1c(C)nc2cc(C(=O)N3CCOCC3)ccc21	14	-0.4	0.2	8
COC(=O)c1cccc(NC(=O)COc2cc(Cl)ccc2Cl)c1	-5	-0.6	-0.1	-41

Arranged by length of the SMILES (lowest first): some entries from above.
SMILES	MITF inh	GPR151 ag	FBW7 act	TEAD-YAP block
C/C(=N\NC(=O)c1cc(C(C)C)[nH]n1)c1ccccc1O	21	-0.9	-0.1	-40
COc1ccc(CCNC(=O)CN2CC(=O)N3CCCC3C2=O)cc1OC (stereo unspecified)	-2	0.7	-0.2	-10
O=C(Nc1ccc(O)c(-c2nc3ccccc3o2)c1)C(Cl)(Cl)Cl	-5	2.5	-0.1	-5
O=C(N/N=C/c1cc([N+](=O)[O-])ccc1O)C1(O)c2ccccc2-c2ccccc21	24	1.0	-2.1	12
CC1(C)CC(=O)C2=C(C1)Nc1ccccc1N(C(=O)Cc1ccc(Cl)cc1)C2c1ccc2c(c1)OCO2 (stereo unspecified)	1	0.1	0.0	-8

The list goes on.
SMILES	MITF inh	GPR151 ag	FBW7 act	TEAD-YAP block
Cc1ccc(NC(=O)C(c2ccccc2)N2CCN(C3CCCCC3)CC2)cc1 (stereo unspecified)	-9	-0.6	0.1	11
COc1cccc(C2C3(C#N)C(N)=NC(OC)(OC)C23C#N)c1 (stereo unspecified)	34	1.7	-0.1	9
O=[N+]([O-])c1ccc(S(=O)(=O)n2cccn2)cc1	21	-1.0	0.1	0
CC(C)OCCCNC(=O)C1C2C=CC3(CN(Cc4ccccc4Cl)C(=O)C13)O2 (stereo unspecified)	16	2.1	0.3	-17
N#Cc1ccc(NS(=O)(=O)c2cccs2)cc1	-6	1.5	0.0	3
O=C(Nc1cccc2ccccc12)C1(c2ccccc2)CCOCC1	12	-1.1	0.4	-4
CCCCn1c(N)c(C(=S)NC(=O)/C=C/c2ccc([N+](=O)[O-])cc2)c(=O)n(C)c1=O	7	-1.2	0.4	8
Cc1nc(-c2cccnc2)cc(N2CCN(c3ccccn3)CC2)n1	-1	0.2	-0.2	-17
CCC1(C2CCN(Cc3ccoc3)CC2)NC(=O)N(CC2COc3ccccc3O2)C1=O (stereo unspecified)	-22	2.9	0.1	11
COc1ccc(C(C)(C)C)cc1NC(=O)COC(=O)C1=NNC(=O)CC1	6	0.3	-0.1	-9

Screening data deposited in PubChem BioAssay by The Scripps Research Institute Molecular Screening Center.
